Source: PubChem BioAssay
MsrA inhibitor – inhibits bovine methionine sulfoxide reductase A | actives 0.75% (n = 360,000) | purified bovine MsrA, absorbance read-out | inhibition, % at 15.5 µM; in the data active means inhibition above about 4.5%;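 further: 0% = vehicle wells with enzyme and 100% = reference inhibitor wells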
FAS TE block – inhibitors of human fatty acid synthase thioesterase domain. actives 0.67% (n = 360,000). AID 602261. P49327. inhibition, % at 15 µM. recombinant FAS-TE, OMFH fluorogenic substrate, fluorescence endpoint;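 active means compounds whose normalised, plate-corrected inhibition of enzyme fluorescence in the single-dose primary screen is 50% or more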;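 further: 0% = DMSO with enzyme and 100% = substrate without enzyme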
MLLE-PAM2 inh – blocks PAM2 peptide binding to the PABP1 MLLE domain | P11940 | GST-MLLE / FITC-PAM2 fluorescence polarization | inhibition, % at 20 µM | actives 0.36% (n = 360,000); in the data active means inhibition above about 35%, passing the limit was not always enough;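 further: plate controls were DMSO wells with GST-MLLE for no effect and wells lacking GST-MLLE protein for full effect; some results filed as inactive read as strong as hits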
CSN deneddyl inh – blocks human CSN-mediated cullin deneddylation. Q92905. Purified CSN, SCF-Nedd8-OG deneddylation, fluorescence polarization. inhibition, % at 12.5 µM. actives 0.38% (n = 360,000);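 active means pattern-corrected inhibition above about 35%, with an unprinted fluorescence ratio check between 0.5 and 1.5, limit read from the data, passing the limit was not always enough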;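 further: 0% = enzyme with substrate and 100% = substrate without enzyme; some results filed as inactive read as strong as hits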
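Assay system: purified human Csn5 enzyme expressed in HEK293T cells; measure: % inhibition; also added: SCFSkp2-Nedd8OG substrate at 10 nM final; technique: fluorescence polarization; times: reaction 90 min, room temperature; medium: Tris buffer pH 7.5, NaCl, DTT, Tween-20, trehalose, ovalbumin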
TbMetRS inhib – Trypanosoma brucei MetRS inhibition. purified T. brucei MetRS, ATP depletion, Kinase-Glo luminescence. inhibition, % at 11.9 µM. actives 0.4% (n = 360,000). AID 624268;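 active means inhibition above a per-plate cutoff of the control wells' mean inhibition plus 3 SD, cut at about 5.5% in these data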;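 further: 0% = DMSO wells median and 100% = median of wells with control inhibitor compound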
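System: purified T. brucei MetRS enzyme / Detection: Kinase-Glo luciferase luminescence reporting remaining unconsumed ATP / Medium: HEPES buffer with MgCl2, KCl, DTT, spermine, BSA, pyrophosphatase / Replication: singlicate, one well per compound / Evaluation: percent inhibition relative to median high and low control wells / Schedule: 2 h aminoacylation at 25 °C after 15 min preincubation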
Rin1 Abl inh – human Rin1-Abl interaction inhibition; inhibition, % at 7.35 µM; AID 588664; P00519+Q13671; actives 0.4% (n = 360,000); TR-FRET Rin1/Abl binding, biochemical; in the data active means inhibition above about 5%, passing the limit was not always enough
Target sequence (P00519 whole entry, looked up): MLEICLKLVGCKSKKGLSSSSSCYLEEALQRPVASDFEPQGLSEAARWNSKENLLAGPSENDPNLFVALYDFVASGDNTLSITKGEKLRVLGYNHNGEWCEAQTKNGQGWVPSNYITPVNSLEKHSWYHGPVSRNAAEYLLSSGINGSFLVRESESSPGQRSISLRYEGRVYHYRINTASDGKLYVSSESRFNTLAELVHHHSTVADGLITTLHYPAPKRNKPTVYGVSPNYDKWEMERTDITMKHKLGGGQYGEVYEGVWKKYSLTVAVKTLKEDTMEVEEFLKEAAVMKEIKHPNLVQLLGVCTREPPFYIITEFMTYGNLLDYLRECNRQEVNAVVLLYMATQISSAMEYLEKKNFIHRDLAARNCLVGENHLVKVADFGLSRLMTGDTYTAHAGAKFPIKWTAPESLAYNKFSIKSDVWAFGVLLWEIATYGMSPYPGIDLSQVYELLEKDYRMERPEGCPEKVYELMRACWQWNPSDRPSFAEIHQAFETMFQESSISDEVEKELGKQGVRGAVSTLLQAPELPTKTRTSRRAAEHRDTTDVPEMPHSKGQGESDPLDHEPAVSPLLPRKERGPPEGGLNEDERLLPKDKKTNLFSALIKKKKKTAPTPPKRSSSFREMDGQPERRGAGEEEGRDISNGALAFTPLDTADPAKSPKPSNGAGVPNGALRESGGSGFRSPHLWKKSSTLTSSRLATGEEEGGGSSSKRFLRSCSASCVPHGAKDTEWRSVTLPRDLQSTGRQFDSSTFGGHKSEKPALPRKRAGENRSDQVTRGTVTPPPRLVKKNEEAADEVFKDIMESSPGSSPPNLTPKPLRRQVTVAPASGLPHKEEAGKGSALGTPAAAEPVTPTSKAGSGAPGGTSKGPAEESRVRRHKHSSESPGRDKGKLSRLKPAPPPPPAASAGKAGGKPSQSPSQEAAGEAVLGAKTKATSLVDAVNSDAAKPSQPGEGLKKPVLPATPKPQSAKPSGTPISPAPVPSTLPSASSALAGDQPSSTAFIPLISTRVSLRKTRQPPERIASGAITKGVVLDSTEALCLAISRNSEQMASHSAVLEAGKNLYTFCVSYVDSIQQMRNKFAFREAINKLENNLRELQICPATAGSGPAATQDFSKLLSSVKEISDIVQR
Target sequence (Q13671 whole entry, looked up): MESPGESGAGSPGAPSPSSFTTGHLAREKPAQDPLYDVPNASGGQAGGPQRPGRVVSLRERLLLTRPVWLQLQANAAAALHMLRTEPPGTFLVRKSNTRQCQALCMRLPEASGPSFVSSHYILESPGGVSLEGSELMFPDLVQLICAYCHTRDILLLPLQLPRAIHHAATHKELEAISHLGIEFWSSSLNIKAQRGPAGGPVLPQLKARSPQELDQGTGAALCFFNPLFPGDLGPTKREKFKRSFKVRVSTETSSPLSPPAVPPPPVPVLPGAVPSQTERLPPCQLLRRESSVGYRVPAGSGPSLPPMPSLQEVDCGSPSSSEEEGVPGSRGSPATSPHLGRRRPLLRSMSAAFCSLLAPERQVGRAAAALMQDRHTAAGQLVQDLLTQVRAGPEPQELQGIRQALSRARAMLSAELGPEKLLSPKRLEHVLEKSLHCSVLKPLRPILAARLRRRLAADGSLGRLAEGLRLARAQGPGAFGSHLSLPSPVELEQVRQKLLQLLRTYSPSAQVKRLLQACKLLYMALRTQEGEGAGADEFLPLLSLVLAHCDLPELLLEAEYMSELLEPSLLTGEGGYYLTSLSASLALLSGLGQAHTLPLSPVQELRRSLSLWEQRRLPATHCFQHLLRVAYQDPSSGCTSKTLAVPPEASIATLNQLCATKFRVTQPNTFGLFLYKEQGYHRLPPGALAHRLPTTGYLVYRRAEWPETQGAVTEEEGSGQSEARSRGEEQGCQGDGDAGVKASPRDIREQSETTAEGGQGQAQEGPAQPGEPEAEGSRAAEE
eLon inh – inhibitors of E. coli Lon protease; purified E. coli Lon protease, fluorescence polarization; actives 0.42% (n = 360,000); P0A9M0; inhibition, % at 7.94 µM; AID 602123; in the data active means inhibition above about 13%, passing the limit was not always enough;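 further: 0% = enzyme with probe and DMSO and 100% = no enzyme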
MsrA act – bovine methionine sulfoxide reductase A activation; purified bovine MsrA, absorbance read-out; activation, % at 10.6 µM; actives 0.3% (n = 360,000); AID 602163; in the data active means activation above about 7.5%;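 further: 0% = vehicle and 100% = reference activator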
Neddylation inh – blocks human cullin neddylation; actives 0.58% (n = 360,000); calls only at 25 µM; P61081+Q13564; TR-FRET cullin neddylation, biochemical; in the data active means inhibition above about 36%
An asterisk follows results filed as active; i = inactive; / = not tested or not shown.

nr	structure	MsrA inhibitor	FAS TE block	MLLE-PAM2 inh	CSN deneddyl inh	TbMetRS inhib
1	O=C(O)CSc1nnc(CSc2nc3ccccc3s2)n1-c1ccccc1	-0.8	-2.4	-112.7	-3.5	-1.1
2	COC(=O)c1c(S(N)(=O)=O)c2ccccc2n1C	0.5	-6.1	-0.5	-4.9	0.1
3	CCOc1cc(C(=O)NCCN2C(=O)S/C(=C\c3cccnc3)C2=O)cc(OCC)c1OCC	0.1	-5.8	14.2	5.1	-0.6
4	CCC(NC(=O)C1CCCC1)c1ccc(C)cc1 (centres undefined)	-0.8	0.2	19.0	4.8	-0.5
5	Cc1ccc(Cl)cc1N1CCN(S(=O)(=O)c2ccc3c(c2)CC(=O)N3C)CC1	-0.7	31.1	11.4	-5.5	-0.2
6	COC(=O)C1=CN(c2ccc(C(C)(C)C)cc2)C(N)=C(C#N)C1c1cccc2ccccc12 (centres undefined)	-0.8	/	/	2.6	0.3
7	CCC(=O)Nc1ccccc1Nc1cc(C#N)c(C#N)cc1[N+](=O)[O-]	0.7	34.9	-58.2	4.7	0.2
8	CCCNCc1cc(OCC)c(OCC(=O)Nc2ccccc2)cc1Br	-0.8	-2.8	3.1	1.4	0.2
9	CC(C)NC(=O)C1(C)CCN1C(=O)c1cccn1C (centres undefined)	0.0	-9.4	-10.1	-1.9	-0.2
10	O=C(N/N=C/c1cc2c(cc1Br)OCO2)c1ccccn1	0.5	-2.1	-17.6	-0.1	-0.3
11	O=C(OC1CCOC1=O)c1ccc(-c2nc3ccccc3s2)s1 (centres undefined)	4.2	51.7*	-18.3	-1.3	-0.2
12	O=C(O)CN1C(=O)/C(=C/c2ccccc2Br)Oc2ccccc21	1.1	-2.8	-4.0	0.3	0.0
13	CCc1nc2ccc(C(=O)NCc3ccc4c(c3)OCO4)cn2c1N(CC)CCN(C)C	-1.7	-0.9	0.7	-4.6	0.4
14	COc1cc(NC(=S)NCCN2CCOCC2)cc(OC)c1OC	-0.2	-4.4	26.7	-1.6	-0.8
15	COC(=O)C1=C(C(=O)OC)[C@@H]2N(C)c3ccc(OC)cc3[C@@]23C[C@@H](C(=O)OC)N(C(=O)c2cccs2)C3=N1	/	-7.0	3.5	-2.7	-0.4

nr	Rin1 Abl inh	eLon inh	MsrA act	Neddylation inh
1	-0.2	2.8	-1.2	i
2	-5.4	-11.3	-0.2	/
3	-1.2	-3.5	-2.2	i
4	-3.2	5.1	-2.2	i
5	0.6	5.1	0.0	i
6	/	/	/	i
7	-1.6	-0.9	0.5	i
8	-0.6	0.8	-1.9	i
9	-0.4	-2.3	3.6	i
10	-3.9	-2.2	0.2	i
11	-2.1	-3.4	-3.4	i
12	2.8	-4.0	-6.8	/
13	0.2	-3.3	0.3	i
14	2.9	1.7	-3.5	i
15	1.0	-16.2	-2.7	i

Some of these compounds in order of the Rin1 Abl inh value, falling:
#	canonical_smiles	MsrA inhibitor	MLLE-PAM2 inh	CSN deneddyl inh	TbMetRS inhib	Rin1 Abl inh	eLon inh	MsrA act	Neddylation inh
5	Cc1ccc(Cl)cc1N1CCN(S(=O)(=O)c2ccc3c(c2)CC(=O)N3C)CC1	-0.7	11.4	-5.5	-0.2	0.6	5.1	0.0	i
4	CCC(NC(=O)C1CCCC1)c1ccc(C)cc1 (centres undefined)	-0.8	19.0	4.8	-0.5	-3.2	5.1	-2.2	i
10	O=C(N/N=C/c1cc2c(cc1Br)OCO2)c1ccccn1	0.5	-17.6	-0.1	-0.3	-3.9	-2.2	0.2	i

Remaining list, next part:
nr	structure	MsrA inhibitor	FAS TE block	MLLE-PAM2 inh	CSN deneddyl inh	TbMetRS inhib
16	O=C(N1CCN(CCO)CC1)N1c2ccccc2CCc2ccccc21	-0.9	-7.4	-17.7	106.6	-0.6
17	COC(=O)CN(C(=S)Nc1ccc(F)cc1)C1CC(=O)N(c2ccc(OC)cc2)C1=O (centres undefined)	-0.3	4.4	-9.9	0.0	-0.3
18	CCOc1ccc(NS(=O)(=O)c2cc(C(=O)NCCCN3CCOCC3)ccc2C)cc1	0.5	-3.8	7.8	-3.2	-0.3
19	COc1ccc2c(C)c(CCC(=O)NC3CC3)c(=O)oc2c1C	2.6	-5.0	5.9	-3.9	1.1
20	C[C@@H]1CCCCO[C@H](CN(C)Cc2ccc3c(c2)OCO3)[C@H](C)CN([C@@H](C)CO)C(=O)c2cc(NC(=O)c3ccccc3)ccc2O1	0.5	-1.7	2.9	0.7	-1.1
21	CCOC(=O)C1CCC(CNCc2ccc(Cl)cc2)CC1 (centres undefined)	-0.7	-8.1	12.4	-3.1	-1.0
22	Cc1c(Cl)cccc1NC(=O)C1Cc2ccccc2CN1C(=O)c1ccccc1 (centres undefined)	-0.5	8.4	3.6	-3.0	-0.1
23	COc1ccc(S(=O)(=O)NC(C)C(=O)N2CCCCCC2)cc1 (centres undefined)	-0.1	-4.8	8.0	-0.8	-0.3
24	O=C(COc1ccc(C(=O)c2ccccc2)cc1)Nc1cccnc1	-1.0	3.2	1.1	4.0	0.9
25	CCN(CC(=O)Nc1ccc(NC(C)=O)cc1)C(=O)/C=C/c1ccccc1	-0.2	-2.4	-12.4	1.6	0.0
26	CCOC(=O)C(NC(=O)c1ccccc1)=C(C)C	-0.6	-7.8	-5.5	3.1	-0.4
27	OC(c1ccc2c(c1)OCO2)c1ncc(-c2ccccc2)[nH]1 (centres undefined)	-1.8	-7.2	-5.0	0.1	-0.1
28	CC1CCN(C(=O)CCC(=O)Nc2nnc(C(F)(F)F)s2)CC1	/	-2.6	7.0	-2.4	-0.2
29	COC(=O)[C@H](CCSC)NC(=O)Nc1ccc(OC)cc1OC	0.2	-6.6	-5.5	1.8	-0.9
30	CCOc1ccc(C2C(C#N)=C(N)Oc3cc(C)oc(=O)c32)cc1 (centres undefined)	-0.2	-4.5	-18.8	3.1	0.7

nr	Rin1 Abl inh	eLon inh	MsrA act	Neddylation inh
16	-0.6	0.4	-1.8	i
17	-2.2	5.7	-1.3	i
18	-3.8	-1.0	-0.1	i
19	-2.1	2.5	-0.9	/
20	-0.3	-2.6	-4.0	i
21	-0.9	-12.2	-3.9	i
22	0.5	-8.2	0.5	i
23	0.1	-3.8	-1.1	i
24	0.4	1.4	-0.8	i
25	-1.0	-5.4	-2.9	i
26	0.4	-5.5	-2.3	i
27	-4.9	-6.6	-0.3	i
28	-1.6	-6.8	-0.6	i
29	-3.6	-0.4	-3.0	i
30	1.2	6.8	0.0	i

New compounds follow.
nr	structure	MsrA inhibitor	FAS TE block	MLLE-PAM2 inh	CSN deneddyl inh	TbMetRS inhib
31	Cc1nn(C(C)(C)C)c(OC(=O)c2ccc(Br)o2)c1Sc1ccccc1	0.1	22.4	11.7	3.6	-0.5
32	Cc1c(C(=O)NCc2ccccn2)sc2nc(-c3ccc(F)cc3)cn12	-0.1	-0.4	4.0	-1.9	-0.5
33	COc1ccc(/C=C(\C#N)C(=O)Nc2cccnc2)cc1	2.9	-5.6	-4.5	-5.7	-0.4
34	CC(=O)CC1N(S(=O)(=O)c2ccc(C)cc2)c2ccccc2N1S(=O)(=O)c1ccc(C)cc1	0.7	/	/	-0.4	-0.2
35	CCOC(=O)C(Cc1ccccc1)NC(C)=O (centres undefined)	0.6	-0.5	1.7	3.0	-0.6
36	Cc1cc2cc(CNC(=O)c3ccc(S(=O)(=O)N4CCOCC4)cc3)ccc2[nH]1	0.6	-2.4	45.1*	-0.9	0.3
37	O=C(NCCN1CCOCC1)c1cccc(S(=O)(=O)N(Cc2ccccc2)c2ccccc2)c1	0.3	-2.7	5.0	-0.9	-0.4
38	CCCCCCC(=O)Nc1nc(C)c(-c2csc(Nc3cc(OC)ccc3OC)n2)s1	0.8	18.0	-21.1	11.6	-0.1
39	COc1ccccc1NC(=O)NCc1nc(-c2ccc(C(F)(F)F)cc2)no1	1.5	17.7	6.9	-5.2	-0.3
40	CCOCCn1c(N2CCCC2)nc2c1c(=O)[nH]c(=O)n2C	-0.8	-7.4	-3.0	1.2	-1.1
41	NC(=O)COc1ccccc1/C=C1/SC(=O)N(CC(=O)N2CCc3ccccc3C2)C1=O	1.4	-11.8	3.3	-0.2	0.2
42	Cc1nc2ccccc2n1CC(=O)OCC(=O)NC1CC1	0.1	-6.8	3.4	-7.3	-0.6
43	CCNC(=O)N1c2ccc(OC)cc2C(C)=CC1(C)C	1.0	-8.5	-16.2	-1.7	-1.4
44	O=C(OC(C(=O)NCc1cccs1)c1ccccn1)c1cccs1 (centres undefined)	-1.1	-4.9	9.5	-0.9	-1.3
45	COCCCNC(=O)CN(c1cc(C(F)(F)F)ccc1Cl)S(C)(=O)=O	1.0	-8.9	-6.5	-2.0	-0.2

nr	Rin1 Abl inh	eLon inh	MsrA act	Neddylation inh
31	-1.4	-0.3	-9.2	i
32	-3.7	5.8	-1.2	i
33	-1.7	9.0	-1.6	i
34	/	/	/	i
35	-1.2	0.9	2.1	i
36	-6.2	9.4	-0.1	i
37	5.2	0.7	-1.4	i
38	-3.1	7.0	-0.9	i
39	1.6	-5.6	0.8	i
40	-0.3	3.8	-7.2	i
41	-2.7	-2.2	-3.2	i
42	0.6	0.8	-2.7	i
43	0.7	13.6	-12.2	i
44	0.4	3.4	-10.4	i
45	-1.2	3.5	-9.0	i

(further entries)
nr	structure	MsrA inhibitor	FAS TE block	MLLE-PAM2 inh	CSN deneddyl inh	TbMetRS inhib
46	COc1ccccc1C(=O)CSc1cccc[n+]1[O-]	1.9	-3.7	8.6	2.5	-0.5
47	CN(C)C(=O)CNC(=O)C1CCCCC1	-1.5	-9.6	0.3	-4.4	0.2
48	Cc1ccc(S(=O)(=O)c2c(C)cc(C)[nH]c2=O)c(C)c1	1.0	0.8	3.3	-0.4	-1.3
49	C/C(=N\NC(=O)c1ccc2c(c1)OCO2)c1cccnc1	0.3	-5.3	-9.4	0.7	-0.3
50	O=C(CN1CCN(C(=O)C2CCCO2)CC1)Nc1cc(Cl)ccc1Cl (centres undefined)	0.3	-2.0	6.8	2.2	-0.4
51	COc1cc2cc(C)nc(Cc3cccc4ccccc34)c2cc1OC	-0.7	25.4	9.1	3.7	0.2
52	CCN(CC)C(=O)C1=C(C)N(Cc2ccc(F)cc2)C(=O)C(CC(=O)NCc2cccs2)C1 (centres undefined)	0.1	-1.6	4.7	4.5	-1.3
53	COc1ccc(CCC(=O)OCC(=O)c2c(N)n(CC(C)C)c(=O)n(C)c2=O)cc1	-0.5	11.1	-7.0	-1.2	-0.4
54	CC(O)(c1ccc(F)c(F)c1)c1nc(-c2cccc(C(F)(F)F)c2)cs1 (centres undefined)	-0.5	49.6	2.6	-1.2	-0.4
55	COc1ccc(CC(=O)Nc2nnc(C(C)C)s2)cc1OC	-0.1	-4.1	-24.1	5.7	-1.1
56	C=CCn1c(SCC(=O)Nc2c(C)nn(Cc3ccccc3)c2C)nnc1C(O)c1ccccc1 (centres undefined)	0.0	-9.1	4.4	-4.3	-1.1

nr	Rin1 Abl inh	eLon inh	MsrA act	Neddylation inh
46	2.8	-0.1	-2.1	i
47	1.3	1.4	-2.8	i
48	1.5	-6.9	-7.4	i
49	-1.8	-1.0	-2.5	i
50	-1.8	1.2	-1.8	i
51	-0.7	1.1	-7.4	i
52	-3.3	-3.6	-0.4	i
53	2.7	-9.1	-7.6	i
54	-1.3	4.8	-2.3	i
55	-1.1	3.8	-4.8	i
56	1.9	1.0	-5.4	i
